PfHsp40 yeast: compounds rescuing yeast from Plasmodium falciparum HSP40 toxicity; S. cerevisiae expressing PfHsp40, growth rescue, ATP luminescence; growth rescue, % at 12.5 µM; actives 0.68% (n = 340,000); AID 504582; in the data active = growth rescue above about 28%, passing the limit was not always enough; inconclusive = no clear call, values can overlap the other calls;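 also: yeast W303a lacking pdr1 and pdr3 grown in galactose medium; growth measured after three days at 30 °C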
Y pestis TopoI: Y. pestis Topo-I inhibition via cleavage products; Y. pestis Topo-I cleavage product accumulation, plate reader; activity, % at 10 µM; actives 0.064% (n = 360,000); AID 504884; in the data active = activity above about 50%, passing the limit was not always enough; inconclusive = no clear call, values can overlap the other calls; also: inactives centre near 2
UGM FP inh: Mtb UDP-galactopyranose mutase inhibition. AID 504406. purified UGM, fluorescence polarization probe displacement. inhibition, % at 10 µM. P9WIQ1. actives 0.06% (n = 320,000); in the data active = inhibition above about 10%, passing the limit was not always enough; inconclusive = no clear call, values can overlap the other calls
Vc quorum ag: induces V. cholerae light production without autoinducers; actives 0.16% (n = 350,000); activation, % at 18.7 µM; V. cholerae BH1578 lux reporter, luminescence, 6 h; in the data active = activation mostly above about 9.7%, no sharp cut-off; inconclusive = no clear call, values can overlap the other calls; inactive = mostly below about 3.7%; also: not every result past the cut was called active; inactives centre near 0; reference of the scale not given here
BioA inh: BioA (M. tuberculosis) enzyme inhibition; purified M. tuberculosis BioA enzyme, plate reader; inhibition, % at 9.99 µM; actives 0.096% (n = 360,000); AID 602481; in the data active = inhibition above about 40%; inconclusive = no clear call, values can overlap the other calls
Mtb FBA inh: inhibits M. tuberculosis FBA enzyme | actives 2.3% (n = 360,000) | inhibition, % at 1 µM | purified M. tuberculosis FBA, fluorescence read-out | AID 588726; in the data active = inhibition above about 27%;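 also: 0% = vehicle and 100% = reference inhibitor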
FadD28 FP inh: inhibitors of Mycobacterium tuberculosis FadD28 bisubstrate binding. actives 0.22% (n = 360,000). inhibition, % at 12.5 µM. FadD28 bisubstrate probe binding, fluorescence polarization; in the data active = inhibition above about 8.5%, passing the limit was not always enough; inconclusive = no clear call, values can overlap the other calls
TcdB GH inh: TcdB glycohydrolase inhibition. TcdB glycohydrolase enzymatic assay, plate reader. inhibition, % at 9.99 µM. actives 0.24% (n = 350,000). P18177; in the data active = inhibition above about 10%
Target sequence (P18177 whole entry, looked up): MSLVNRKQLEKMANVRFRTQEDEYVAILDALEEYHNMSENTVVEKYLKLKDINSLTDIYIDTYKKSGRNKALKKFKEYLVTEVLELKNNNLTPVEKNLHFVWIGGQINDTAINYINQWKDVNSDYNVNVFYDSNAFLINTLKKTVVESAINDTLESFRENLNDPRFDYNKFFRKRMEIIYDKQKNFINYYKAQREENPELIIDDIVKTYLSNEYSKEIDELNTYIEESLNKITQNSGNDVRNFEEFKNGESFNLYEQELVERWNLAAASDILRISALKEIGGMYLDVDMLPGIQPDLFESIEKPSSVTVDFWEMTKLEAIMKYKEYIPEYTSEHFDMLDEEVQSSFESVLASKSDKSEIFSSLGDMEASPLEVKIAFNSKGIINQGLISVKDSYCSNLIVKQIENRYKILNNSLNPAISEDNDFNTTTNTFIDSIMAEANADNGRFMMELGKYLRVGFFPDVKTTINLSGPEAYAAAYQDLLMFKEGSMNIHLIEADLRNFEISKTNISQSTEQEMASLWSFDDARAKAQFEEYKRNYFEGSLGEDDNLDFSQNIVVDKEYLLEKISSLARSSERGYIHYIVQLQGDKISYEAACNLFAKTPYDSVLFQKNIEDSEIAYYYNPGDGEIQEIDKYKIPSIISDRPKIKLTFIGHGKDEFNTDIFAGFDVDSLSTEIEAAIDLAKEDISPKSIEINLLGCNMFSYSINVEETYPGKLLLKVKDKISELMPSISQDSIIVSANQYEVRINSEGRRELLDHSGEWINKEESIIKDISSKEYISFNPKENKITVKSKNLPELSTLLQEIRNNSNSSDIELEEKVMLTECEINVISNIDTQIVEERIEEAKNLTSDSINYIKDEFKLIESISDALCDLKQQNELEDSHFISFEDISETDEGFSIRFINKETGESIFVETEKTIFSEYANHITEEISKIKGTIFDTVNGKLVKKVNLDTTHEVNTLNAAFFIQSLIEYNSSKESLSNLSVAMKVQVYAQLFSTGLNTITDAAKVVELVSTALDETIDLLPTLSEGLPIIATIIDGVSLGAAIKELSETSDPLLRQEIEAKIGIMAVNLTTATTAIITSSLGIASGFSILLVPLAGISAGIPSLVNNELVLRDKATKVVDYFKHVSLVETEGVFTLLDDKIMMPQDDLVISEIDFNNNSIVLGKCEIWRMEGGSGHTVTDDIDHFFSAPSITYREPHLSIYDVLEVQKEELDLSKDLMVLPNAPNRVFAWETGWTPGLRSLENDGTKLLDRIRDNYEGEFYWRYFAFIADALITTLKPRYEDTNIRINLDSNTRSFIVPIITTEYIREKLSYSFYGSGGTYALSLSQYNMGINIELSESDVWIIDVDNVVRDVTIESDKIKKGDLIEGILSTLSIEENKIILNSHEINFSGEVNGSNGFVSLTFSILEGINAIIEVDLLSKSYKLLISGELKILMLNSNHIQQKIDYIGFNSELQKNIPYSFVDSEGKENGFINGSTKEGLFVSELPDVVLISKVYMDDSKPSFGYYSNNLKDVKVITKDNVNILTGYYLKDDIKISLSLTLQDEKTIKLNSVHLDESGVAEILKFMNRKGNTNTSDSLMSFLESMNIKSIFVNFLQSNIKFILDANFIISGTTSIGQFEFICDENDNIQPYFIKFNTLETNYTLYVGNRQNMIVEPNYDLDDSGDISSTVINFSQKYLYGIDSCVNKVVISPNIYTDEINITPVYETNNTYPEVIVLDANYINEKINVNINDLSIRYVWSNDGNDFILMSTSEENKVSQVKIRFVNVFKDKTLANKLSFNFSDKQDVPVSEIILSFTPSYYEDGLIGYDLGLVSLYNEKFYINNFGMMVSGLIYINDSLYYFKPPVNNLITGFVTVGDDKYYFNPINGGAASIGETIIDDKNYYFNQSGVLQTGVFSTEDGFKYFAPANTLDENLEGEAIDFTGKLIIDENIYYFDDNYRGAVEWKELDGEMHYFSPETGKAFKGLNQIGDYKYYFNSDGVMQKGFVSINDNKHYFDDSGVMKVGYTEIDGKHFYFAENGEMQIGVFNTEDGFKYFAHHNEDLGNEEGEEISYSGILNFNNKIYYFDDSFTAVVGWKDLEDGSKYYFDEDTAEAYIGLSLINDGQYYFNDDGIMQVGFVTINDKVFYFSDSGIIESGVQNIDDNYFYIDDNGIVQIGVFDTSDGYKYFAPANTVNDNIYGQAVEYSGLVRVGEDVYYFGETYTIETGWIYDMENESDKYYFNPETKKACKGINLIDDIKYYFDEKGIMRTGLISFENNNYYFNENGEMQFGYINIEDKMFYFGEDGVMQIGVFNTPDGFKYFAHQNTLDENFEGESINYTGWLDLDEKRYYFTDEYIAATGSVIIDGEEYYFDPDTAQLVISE
GDH-TPI inh: inhibits GDH-TPI coupling enzymes, artifact for Mtb FBA screen | actives 1.2% (n = 360,000) | GDH-TPI coupled enzyme counterscreen, NADH absorbance | inhibition, % at 4.8 µM; in the data active = inhibition above about 30%;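 also: 0% = DMSO wells and 100% = wells lacking the enzyme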
Numbers without * were called inactive; i = inactive; ? = inconclusive; . = no result given; & = joins results of further samples.

Values in the order: GDH-TPI inh	TcdB GH inh	PfHsp40 yeast	Vc quorum ag	Mtb FBA inh	Y pestis TopoI	FadD28 FP inh	UGM FP inh	BioA inh
1) COc1ccccc1N(CC(O)Cn1c2ccccc2c2ccccc21)S(=O)(=O)c1ccccc1 (stereo unspecified)
    5	1.0	1.0	i	1	21	-2.8	-0.3	-1.3
2) CCc1ccccc1NC(=S)N(Cc1cccs1)C1CCCC1
    4	1.0	0.0	-0.5	-1	9	-1.2	-1.6	.
3) CSc1nc2ccccc2n1CC(=O)N1CCCCC1
    5	.	-1.8	4.0	0	0	-1.9	-3.7	-1.3
4) CN(Cc1cn(Cc2ccccc2)nc1-c1ccc2c(c1)OCO2)Cc1nccn1C
    1	0.4	-0.6	i	2	19	-1.4	0.3	.
5) CC1CCN(C(=O)C2CCN(S(=O)(=O)c3cccc4nsnc34)CC2)CC1
    -4	1.3	-0.6	-0.1	0	17	-3.3	-1.5	.
6) CC(C)OCCCNC(=O)C1CCC(CNS(=O)(=O)c2ccc(Cl)cc2)CC1 (stereo unspecified)
    4	.	-0.9	-0.2	1	-4	-1.6	-1.5	.
7) Cc1ccc(/C([O-])=C(/C(=S)NCCN2CCOCC2)[n+]2ccccc2)cc1[N+](=O)[O-]
    5	0.3	-1.0	0.3	-1	3	-1.5	2.4	-0.4
8) CCOc1ccc(C(=S)NC2CCCCC2)cc1OCC
    5	1.4	-0.9	i	0	13	-0.4	0.0	0.1
9) Cc1cc(/C=N/Nc2ccc([N+](=O)[O-])cn2)c(C)n1-c1ccccc1
    -2	.	-0.7	i	-4	-22	-5.7	-3.2	.
10) CCN(C(=O)COc1cc(OC)ccc1C(C)=O)C1CCS(=O)(=O)C1 (stereo unspecified)
    18	0.9	-2.3	-0.7	3	-7	0.2	-1.7	-8.4
11) COCC1CCN(C(=O)c2oc3c(F)cccc3c2C)C1 (stereo unspecified)
    1	-3.5	-0.7	1.7	1	5	-1.3	-1.0	1.2
12) O=C(NCCc1cccc(F)c1)C1CC(O)CN1C(=O)Nc1ccccc1 (stereo unspecified)
    -4	0.7	.	1.3	-1	-1	-2.0	.	-0.7
13) CCC(=O)Nc1ccc(C(=O)Nc2c[nH]c(=O)[nH]c2=O)cc1
    2	-1.6	0.6	-0.2	1	1	-2.1	2.0	-1.4
14) O=C(CSc1nccn1-c1ccc(Cl)cc1)Nc1ccc2c(c1)OCO2
    -5	.	3.1	i	2	9	-1.0	-1.6	-1.5
15) CCC1(c2ccccc2)NC(=O)N(C)C1=O (stereo unspecified)
    6	0.3	8.7	i	3	0	-2.5	0.0	-0.6
16) COc1cc(C(=O)N2CCCCC2)ccc1OCC(=O)Nc1ccc(F)cc1
    0	0.1	2.9	i	-1	8	1.4	-1.7	1.4
17) Cc1ccc(S(=O)(=O)Nc2ccccc2C(=O)Nc2nc(-c3ccc(F)cc3)cs2)cc1
    12	-1.4	?	-0.1	35*	-10	-0.5	.	1.0
18) O=C(O)c1cc(N2C(=O)CCC2=O)ccc1Cl
    0	-0.5	-0.4	i	1	5	-1.3	0.0	-0.7
19) Cc1ccc(/C=N/NC(=O)C(C)NC(=O)c2ccccc2)cc1 (stereo unspecified)
    6	0.4	-0.9	-0.7	7	8	0.4	-0.8	.
20) O=C(CN1CCC(c2nc3ccccc3s2)CC1)NCc1cccs1
    5	.	-0.5	-3.7	2	22	-3.2	0.0	2.5

Full records, looked up by structure. Order of values: GDH-TPI inh, TcdB GH inh, PfHsp40 yeast, Vc quorum ag, Mtb FBA inh, Y pestis TopoI, FadD28 FP inh, UGM FP inh, BioA inh
CCC1(c2ccccc2)NC(=O)N(C)C1=O (stereo unspecified) is entered as 6, 0.3, 8.7, i, 3, 0, -2.5, 0.0, -0.6
CCOc1ccc(C(=S)NC2CCCCC2)cc1OCC is entered as 5, 1.4, -0.9, i, 0, 13, -0.4, 0.0, 0.1
CCC(=O)Nc1ccc(C(=O)Nc2c[nH]c(=O)[nH]c2=O)cc1 is entered as 2, -1.6, 0.6, -0.2, 1, 1, -2.1, 2.0, -1.4

Additional compounds:
Values in the order: GDH-TPI inh	TcdB GH inh	PfHsp40 yeast	Vc quorum ag	Mtb FBA inh	Y pestis TopoI	FadD28 FP inh	UGM FP inh	BioA inh
21) CC(C)c1ccc2[nH]c(O)c(N=NC(=O)c3cccc(S(=O)(=O)Nc4ccc(Cl)cc4)c3)c2c1
    9	1.1	-0.9	3.0	0	0	-1.3	-2.3	-2.6
22) C#CCOCCOCCOCCNc1nc(N2CCN(C(=O)CCCCCCCCCCNC(=O)Cn3cc(CCCCCN)nn3)CC2)nc(N2CCN(C(=O)CCCCCCCCCCNC(=O)[C@H]([C@@H](C)CC)n3cc(CCCCN=C(N)N)nn3)CC2)n1
    19	.	29*	i	5	24	-2.8	2.0	-1.8
23) Cc1ccc2nc(C(F)OC(F)(F)F)[nH]c2c1 (stereo unspecified)
    -2	.	0.2	i	1	0	-0.5	0.2	-0.6
24) O=C(C1=C(O)C(=O)N(CCN2CCOCC2)C1c1cccnc1)c1cc2ccccc2o1 (stereo unspecified)
    9	.	-1.2	i	-2	5	-3.9	2.4	-0.8
25) CCC(=O)N1CCc2cc(Br)cc(S(=O)(=O)NCCN3CCCCC3C)c21 (stereo unspecified)
    -8	.	-2.3	-0.2	3	-6	-1.1	-0.8	-0.1
26) O=C(NCc1cccnc1)c1cccc(S(=O)(=O)N2CCOCC2)c1
    0	0.9	-0.2	0.3	4	-2	-0.7	0.5	-0.5
27) CN(C)CCNC(=S)Nc1ccccc1Cl
    -4	-0.8	-0.7	i	-2	-1	-3.0	-0.4	-1.7
28) O=C(Nc1ccccc1Cl)c1ccc(Cl)cc1Cl
    4	0.0	-1.6	-0.3	0	4	-1.7	-1.1	3.1
29) COc1ccc(CN2C(=O)[C@@H]3Cc4c([nH]c5ccccc45)C(C)(C)N3C2=O)cc1
    2	0.9	7.2	i	-1	3	-0.7	0.5	0.6
30) O=C(CCCCn1c(=O)[nH]c2ccccc2c1=O)N1CCN(c2ncccn2)CC1
    -26	0.4	0.0	-0.1	1	-2	-3.1	1.6	-0.3
31) CCOc1ccc(OCCCCOc2ccccc2C(C)=O)cc1
    4	.	3.9	0.0	-6	49	-2.9	-2.7	.
32) CC1=C(C(=O)N2CCCCCC2)CC(CC(=O)NCCc2ccccn2)C(=O)N1Cc1ccccc1 (stereo unspecified)
    .	0.4	.	.	-1	.	0.1	.	0.2
33) CCC(=O)c1cn(CC(=O)Nc2ccc(F)cc2)c2ccccc12
    20	-4.2	.	i	2	-12	-0.6	.	-4.3
34) Nc1nc2c(ncn2[C@@H]2O[C@H](CNCc3ccc(F)c(N4CCOCC4)c3)[C@@H](O)[C@H]2O)c(=O)[nH]1
    .	-0.9	.	.	3	.	-1.4	.	1.0
35) O=C(NCCn1cc(SCc2ccc(F)cc2)c2ccccc21)c1ccccc1F
    -5	.	-0.3	-0.3	-1	-3	-2.9	1.5	0.6
36) CCOC(=O)N1CCN(C(=O)CN(c2ccc(Cl)c(C(F)(F)F)c2)S(C)(=O)=O)CC1
    -2	.	-0.4	-1.6	-1	7	-3.2	-5.4	1.5
37) CCOCCCNCc1ccc(OCc2ccc(F)cc2)c(OC)c1
    13	1.0	-0.9	-0.2	-3	-8	-0.7	2.6	-1.1
38) Cc1nn(-c2ccccc2)c(C)c1/C=N/n1c(-c2ccc(C(C)(C)C)cc2)n[nH]c1=S
    3	.	1.8	-0.3	0	27	-0.3	0.4	0.0
39) O=C(CSc1nnnn1C1CCCC1)NCc1ccccc1
    8	.	-1.6	-1.6	3	0	-0.6	0.6	-3.3
40) CCS(=O)(=O)c1ncc(Cl)c(C(=O)Nc2ccc(S(=O)(=O)N(C)c3ccccc3)cc2)n1
    12	1.3	2.5	0.0	1	15	7.5	0.0	-2.7
41) COCCCNC(=O)CC(NS(=O)(=O)c1ccc(C)cc1)c1ccco1 (stereo unspecified)
    -8	.	-1.7	i	1	3	-0.8	0.2	-0.8
42) Cc1cc(C)c(NS(=O)(=O)c2ccccc2)c(C)n1
    7	0.5	.	i	-1	3	-0.8	.	.
43) Fc1ccc(-c2cn(-c3ccccc3)c3[n+]2CCS3)cc1
    0	-2.8	0.7	-0.5	0	-1	-3.4	1.4	-0.1
44) CC(=O)c1ccc(OCCCC(=O)NCc2nnc3ccccn23)cc1
    0	1.8	-0.8	-2.3	1	4	0.7	.	5.2
45) COc1ccc(-c2cc(CCC(=O)N3CCN(c4cc(C)ccc4C)CC3)on2)cc1
    6	1.1	3.3	i	2	36	-0.4	.	-0.6
46) CCOc1ccc(/C=N/Nc2cc(N3CCOCC3)nc(C)n2)c(O)c1
    34*	0.8	-2.0	3.8	5	7	0.1	0.8	-0.5
47) O=C(CSCc1ccc(Cl)cc1Cl)Nc1c[nH]c(=O)[nH]c1=O
    -4	-4.0	-0.2	-0.4	2	2	-3.4	0.6	-1.3
48) CCOC(=O)C1=C(c2ccccc2)NC(=O)NC1c1ccc(OC)c(OC)c1 (stereo unspecified)
    0	1.0	-0.9	-0.3	2	4	-2.0	-0.4	.
49) CCCC(=O)c1c(NCCO)cc(C)oc1=O
    5	0.0	-1.0	0.8	-2	-1	-2.4	-0.5	.
50) C/C(NCc1ccccc1)=C(\C#N)C(=O)NCc1ccccc1
    -5	.	2.6	-12	2	18	-3.0	-1.5	0.3
51) Cc1ccc(OCc2nc(C#N)c(NCCCn3ccnc3)o2)cc1
    7	.	1.1	-0.4	0	13	1.0	-0.4	3.1
52) CCCc1nn(C)c(C(=O)Nc2cccc3ccccc23)c1Cl
    -4	.	1.0	i	0	7	-2.6	0.0	.
53) Cc1ccc(C)c(OC(=O)c2ccncc2)c1
    -1	.	0.0	3.9	3	4	-0.2	-1.6	-2.3
54) O=C1NCCN1Cc1ccccc1F
    2	.	0.0	-12	2	0	0.5	-1.9	-1.4
55) Cc1cc(-c2csc(NCc3ccccc3)n2)c(C)n1C
    6	.	-0.9	-3.3	-3	-35	-6.4	.	-0.2
56) Cc1onc(-c2c(F)cccc2Cl)c1C(=O)Nc1cccc(S(=O)(=O)NCc2ccco2)c1
    -1	1.3	0.5	-0.3	3	14	-8.5	-1.0	.
57) COCC(=O)N(C)C[C@@H]1Oc2ncc(Br)cc2C(=O)N([C@@H](C)CO)C[C@H]1C
    5	0.0&0.0&1.0	.	i	4	-6	-4.8	.	1.4&0.9&0.5
58) Cc1cc(C)c(NC(=O)Cn2ncc3ccccc32)c(C)c1
    1	-1.3	-0.9	i	-1	6	-0.9	-0.9	-2.4
59) CC(C)(C)c1ccc(OCC(O)CNC(=O)c2ccccc2C(=O)O)cc1 (stereo unspecified)
    11	.	4.2	i	2	3	4.0	-0.2	1.0
60) CC(=O)N1CN(C2CC(C)(C)NC(C)(C)C2)Cc2c1sc1c2CCCC1
    -8	0.3	-2.4	-0.1	-5	-1	-2.8	-1.4	.
61) COC(=O)c1ccc2c(c1)C(C)(C)C(/C=C/c1ccc(O)cc1)=[N+]2C
    -3	.	-0.8	-0.9	26	-10	-9.6	-5.9	.
62) Cc1ccccc1C(=O)Nc1cccc(NC(=O)c2ccc(F)cc2)c1
    0	0.7	1.6	i	3	1	.	3.9	1.6
63) O=C(O)C/C(=C\c1cc(Cl)c2c(c1)OCO2)c1nc2ccccc2s1
    8	2.0	5.2	-0.3	6	-2	-1.7	1.4	2.2
64) CC(CC(=O)N1CCN(c2ccccc2)CC1)c1ccccc1 (stereo unspecified)
    8	.	-0.5	-0.5	3	-5	-2.8	-1.4	.
65) Cn1cccc1C(=O)NC(=O)COC(=O)c1cc(S(=O)(=O)N2CCCCC2)ccc1Cl
    7	1.3	0.0	i	3	1	0.3	-1.7	-0.7
66) CCN(CCNc1ccc([N+](=O)[O-])c2cccnc12)S(=O)(=O)c1ccc(Cl)cc1
    -2	.	1.8	.	-10	18	-2.4	0.5	-2.3
67) COC(=O)C/C=N/N=C1/NC(=O)/C(=C/C(=O)O)S1
    35*	0.2	-1.3	-2.6	-4	-4	1.4	-1.9	.
68) CCNc1ccc(C(=O)OCC(=O)NC(C)c2ccccc2)cc1[N+](=O)[O-] (stereo unspecified)
    9	0.1	4.9	i	-10	17	0.4	-0.9	-1.1

An unsorted share of the library; overall some 4.6% were active at least once.
